Source: PubChem BioAssay
HCV core dimer: HCV core protein dimerization inhibition. TR-FRET GST/Flag-core106 dimerization, 1536-well. inhibition, % at 5 µM. actives 0.33% (n = 300,000). AID 1899;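 active = inhibition above the mean of all tested compounds plus 3 SD, set per screening campaign, cut at about 45% in these data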
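Material: GST/Flag-tagged HCV core106 proteins. Incubation: 4 h, 22.5 °C incubation. Read-out basis: inhibition (%) from 671 over 617 nm ratio. Measured by: TR-FRET, excitation 340 nm, emission 617 and 671 nm.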
Efflux pump inh: antifungal efflux pump inhibition, Nile Red retention | AID 485275 | actives 0.44% (n = 330,000) | S. cerevisiae Candida pump triplex | inhibition, % at 10 µM;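 active = plate passing quality check with inhibition over a set limit, or well fluorescence over plate mean plus 4 SD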;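 note: Nile Red retained in pooled yeast measured as flow cytometry median fluorescence; 0% = buffer negative control and 100% = Enniatin B positive control; higher means more Nile Red kept so more efflux inhibition; some compounds called inactive have numbers as strong as hits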
PP5 primary: PP5 (human) phosphatase inhibition | P53041 | purified PP5c, OMFP substrate fluorescence | inhibition, % at 6.7 µM | actives 0.18% (n = 320,000) | AID 1987;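 active = inhibition above the campaign's mean inhibition across all tested compounds plus 3 SD, cut at about 9.5% in these data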;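 note: 0% = DMSO only and 100% = 100 µM cantharidin control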
TPT1 inhibitor: C. albicans TPT1 enzyme inhibition. recombinant caTPT1, FP RNA substrate dephosphorylation. inhibition, % at 5 µM. actives 0.81% (n = 300,000);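 active = inhibition above the mean of all tested compounds plus 3 SD, set per screening campaign, cut at about 24% in these data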;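 note: plate controls were DMSO alone for no effect and ferristatin control at 100 nM for full effect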
PP1 inh: counter-screen for PP5 inhibitors: inhibitors of human PP1-alpha; purified PP1alpha, OMFP fluorescence; actives 0.9% (n = 320,000); inhibition, % at 6.7 µM;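 active = inhibition above the mean inhibition of all tested compounds plus 3 SD, computed separately for each screening campaign, cut at about 15% in these data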
Target sequence (P62136 whole entry, looked up): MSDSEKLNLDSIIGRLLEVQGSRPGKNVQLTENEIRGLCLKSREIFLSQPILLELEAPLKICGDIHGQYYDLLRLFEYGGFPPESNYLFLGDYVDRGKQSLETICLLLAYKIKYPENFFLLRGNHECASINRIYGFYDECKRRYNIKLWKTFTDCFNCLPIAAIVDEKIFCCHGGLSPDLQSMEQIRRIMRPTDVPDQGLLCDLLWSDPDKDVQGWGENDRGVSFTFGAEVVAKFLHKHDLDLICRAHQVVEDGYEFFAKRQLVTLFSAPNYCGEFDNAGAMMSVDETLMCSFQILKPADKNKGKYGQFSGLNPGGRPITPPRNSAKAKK
procasp3 activ: procaspase-3 (human) activation | P42574 | recombinant procaspase-3 D3A, Ac-DEVD-pNA absorbance 405 nm | activation, % at 8.5 µM | actives 0.11% (n = 330,000);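 active = activation above the mean of all tested compounds plus 3 SD, cut at about 21% in these data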;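 note: 0% = DMSO alone and 100% = DMSO wells spiked with extra 5 µM PC-3 D3A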
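material = Procaspase-3 D3A mutant | probe or stimulus = Ac-DEVD-pNA | compound = single dose, 8.5 µM nominal compound, 0.8% DMSO | timing = 1 h preincubation, 2 h reaction | measured by = 405 nm absorbance of p-nitroaniline, reads at 0 and 120 min | benchmarks = DMSO-only low control, 5 µM PC-3 D3A high control | repeats = singlicate, each compound tested once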
JMJD2C inh: blocks human GASC-1 demethylase activity; GST-JMJD2C(1-420) H3K9me3 demethylation, DELFIA europium; Q9H3R0; inhibition, % at 2.35 µM; actives 0.069% (n = 330,000); AID 2099;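 active = more than half of a compound's replicate wells show inhibition beyond 50%, single wells judged on their own value; inconclusive = some, but no more than half, of replicates pass 50% inhibition; inactive = no replicate passes 50% inhibition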;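 note: signal counts dimethyl H3K9 product captured on neutravidin plate; 0% = median of DMSO wells and 100% = 0.3 times that DMSO median; strong numbers were not always called active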
Target sequence (Q9H3R0 1-420 limits assumed): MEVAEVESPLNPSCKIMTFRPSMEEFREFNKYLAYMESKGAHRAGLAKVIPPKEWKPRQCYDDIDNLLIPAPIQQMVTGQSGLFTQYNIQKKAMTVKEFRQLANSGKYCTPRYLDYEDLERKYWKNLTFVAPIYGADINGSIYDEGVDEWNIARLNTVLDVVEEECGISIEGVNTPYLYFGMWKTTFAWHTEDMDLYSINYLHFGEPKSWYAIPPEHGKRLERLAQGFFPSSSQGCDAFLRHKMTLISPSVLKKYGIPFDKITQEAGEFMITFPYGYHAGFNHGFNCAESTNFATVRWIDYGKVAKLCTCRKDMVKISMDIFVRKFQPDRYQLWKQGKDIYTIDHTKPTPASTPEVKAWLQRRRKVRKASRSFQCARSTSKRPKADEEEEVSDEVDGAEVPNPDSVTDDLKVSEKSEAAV
Fh CTSL1 inh: counter-screen for PFM18AAP inhibitors: inhibitors of F. hepatica cathepsin L1 | inhibition, % at 5.96 µM | actives 0.49% (n = 300,000) | recombinant F. hepatica cathepsin L1, Z-Leu-Arg-MCA fluorescence;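 active = inhibition above the mean of all tested compounds plus 3 SD, set per screening campaign, cut at about 17% in these data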;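 note: 0% = plate median of test compound wells and 100% = 1 µM Z-Phe-Ala-diazomethylketone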
procasp7 counter: counter-screen for procaspase-3 activators: activators of human procaspase-7; activation, % at 8.5 µM; AID 463210; actives 0.093% (n = 330,000); recombinant procaspase-7, Ac-DEVD-pNA absorbance 405 nm; D23A/D198A/D206A triple mutant, cannot self-cleave; scale: DMSO 0, 5 µM enzyme 100;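 active = percent activation above the screen-wide mean plus 3 SD, cut at about 25% in these data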
Target sequence (P55210 whole entry D23A/D198A/D206A): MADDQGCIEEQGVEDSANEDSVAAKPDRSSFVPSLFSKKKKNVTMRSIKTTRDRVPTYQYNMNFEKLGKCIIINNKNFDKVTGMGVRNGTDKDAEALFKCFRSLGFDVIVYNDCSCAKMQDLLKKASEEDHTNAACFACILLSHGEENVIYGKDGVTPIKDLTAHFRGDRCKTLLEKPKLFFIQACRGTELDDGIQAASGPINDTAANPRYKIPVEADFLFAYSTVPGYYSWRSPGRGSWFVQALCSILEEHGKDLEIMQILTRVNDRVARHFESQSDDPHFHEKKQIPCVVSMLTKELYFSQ
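Material: Procaspase-7 triple mutant (PC-7 D3A) | Quantity: 2 µM procaspase-7 mutant as dispensed | Reagent: DEVD-pNA substrate | Times: 1 h preincubation, 2 h reaction | Technique: 405 nm absorbance of p-nitroaniline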
Starred values were filed as active, the others as inactive; ? = inconclusive; . = not tested or not shown; & = joins results of further samples.

SMILES | HCV core dimer | Efflux pump inh | PP5 primary | TPT1 inhibitor | PP1 inh | procasp3 activ | JMJD2C inh | Fh CTSL1 inh | procasp7 counter
CCOC(=O)c1c(C)[nH]c(C)c1C(=O)COC(=O)CCOc1ccccc1OC | -1.4 | 0.0 | 4.5 | -0.3 | -1.6 | -0.3 | -1.3 | -30.9 | 1.1
O=C(O)c1cccc2c1C(=O)c1cc(Br)ccc1S2(=O)=O | . | 0.0 | 0.1 | . | -1.1 | -1.1 | 6.3 | . | 2.4
Cc1nn(C(C)CC(=O)O)c(C)c1C (configuration not stated) | 1.3 | -0.1 | -1.6 | 0.9 | -1.4 | 8.1 | -3.5 | 1.9 | 1.5
CN1CCN(CCc2nc3cc(NC(=O)c4ccco4)ccc3n2C)CC1 | 0.5 | -0.2 | 0.8 | -1.5 | -0.3 | 6.1 | -5.2 | -2.0 | 1.4
CCc1ccc(N2CC(C(=O)Nc3ccc(S(=O)(=O)N4CCOCC4)cc3)CC2=O)cc1 (configuration not stated) | 5.2 | -0.1 | 1.2 | 3.5 | -2.8 | -8.0 | -0.1 | 5.2 | 3.1
Cc1cc(C)n(C2CC(=O)N(c3cc(Cl)cc(Cl)c3)C2=O)n1 (configuration not stated) | 0.6 | 0.1 | 3.0 | 2.3 | -3.7 | 6.1 | 18.9 | -1.2 | 10.5
COc1ccc(CNC(=O)COC(=O)C(CCSC)N2C(=O)c3ccccc3C2=O)cc1 (configuration not stated) | . | -0.1 | . | . | . | 10.7 | -0.6 | . | 7.2
Cc1nnc(SCC(=O)NC(C)(C)C)n1CCc1ccccc1 | -0.6 | 0.0 | -3.3 | -1.5 | -4.0 | 17.0 | -3.3 | -1.9 | 4.0
COc1cc(NC(=O)c2ccccc2)c(OC)cc1NC(=O)Cc1ccc(C)cc1 | 8.4 | 0.1 | -2.5 | 0.8 | 5.0 | 4.2 | -23.9 | 5.2 | 9.0
N=c1c2c(n(Cc3cccc(Cl)c3)c3c1CCC3)CCCC2 | -0.4 | 0.1 | 0.7 | -1.6 | 0.3 | 2.9 | -8.1 | -1.1 | -4.3
CCOc1ccc(C(=O)c2cc3ccc(O)cc3oc2=O)cc1 | 0.9 | -0.1 | 0.6 | 5.0 | -4.4 | -12.4 | -23.0 | 3.9 | -23.0
COc1ccc(-n2cc(CN3CCCC3)c(-c3cccc(F)c3)n2)cc1 | 4.5 | 0.1 | -0.8 | 3.6 | 0.4 | 3.3 | 13.7 | -1.7 | 2.2
O=C(c1ccccc1NS(=O)(=O)c1ccc2c(c1)OCCO2)N1CCOCC1 | -11.4 | -0.1 | 1.0 | -2.1 | -1.4 | 7.1 | -1.3 | 0.6 | -1.9
O=C(Cn1cnc2ccccc2c1=O)Nc1ccc(-c2nnc3n2CCCCC3)cc1 | 1.3 | 1.5 | 1.5 | 5.2 | -1.4 | 5.0 | -39.9 | -1.5 | -2.9
CC(C)COc1ccc(C/C(N)=N/n2cnnc2)cc1 | -10.7 | -0.1 | 4.0 | -4.4 | -2.4 | 4.2 | 5.7 | 2.5 | 0.9
Cc1cccc(C(=O)NCC(=O)OCC(=O)N(C)CC(=O)Nc2ccc(F)cc2)c1 | -3.1 | 0.1 | 0.8 | 21.1 | -3.3 | 8.0 | -1.0 | 40.3* | -1.3
Cc1ccc(SCC(=O)Nc2ccc3c(c2)C(=O)NC3=O)cc1 | 0.7 | -0.1 | 4.9 | 4.1 | 9.2 | 8.0 | -19.3 | -2.1 | -2.9
Nc1nc(-c2ccc(Br)s2)c(Br)s1 | 3.3 | -0.1 | -2.0 | 7.0 | -2.7 | -5.6 | ? | -0.7 | -17.8
CCOC(=O)N1CCN(Cc2nc(-c3cccs3)no2)CC1 | -0.6 | 0.2 | 1.0 | 2.1 | -1.0 | 2.9 | 5.8 | -3.7 | 0.6
COCC(=O)Nc1c(I)c(C(=O)NCC(O)CO)c(I)c(C(=O)N(C)CC(O)CO)c1I (configuration not stated) | -1.3 | 0.0 | -0.2 | 1.9 | -5.4 | -3.6 | . | 4.0 | 0.8
O=C(Nc1ccc(F)c(Cl)c1)c1nsc(Cl)c1Cl | 3.1 | 0.0 | -1.2 | -4.8 | -1.2 | -0.5 | -3.5 | 3.2 | -2.7
Cc1ccc(-c2nnc(Cc3ccc(Cl)cc3)o2)cc1 | 7.3 | 0.4 | 4.1 | -0.8 | 2.8 | 5.8 | 12.4 | -0.2 | 3.5
O=C(Cn1c(=O)n(-c2ccccc2)c(=O)c2oc3ccccc3c21)Nc1ccccc1 | -5.2 | 0.2 | 2.2 | 0.4 | -1.0 | 8.8 | -2.5 | -3.5 | 2.9
O=C(Nc1nc2ccc(S(=O)(=O)N3CCOCC3)cc2s1)c1cccs1 | 6.9 | -0.2 | 1.2 | 1.2 | 0.7 | -1.4 | -11.7 | 0.0 | -6.1
Nc1nnc(SCC(=O)Nc2ccc3c(c2)OCCO3)s1 | 2.1 | -0.1 | -1.5 | -3.1 | -1.6 | 6.6 | 15.6 | 0.4 | 13.6
O=C(OCCCN=C1NS(=O)(=O)c2ccccc21)c1ccc(F)cc1 | -0.6 | -0.1 | 2.8 | 3.1 | -3.4 | 4.8 | -4.2 | -0.5 | -0.6
CCCCSc1nnc(-c2ccc(NC(=O)CCc3ccccc3)cc2)n1C | -2.8 | 0.0 | 2.3 | -0.5 | 2.8 | -3.2 | 18.0 | 0.4 | 1.4
CC1CCCN(C(=O)Cn2nnc(-c3ccc([N+](=O)[O-])cc3)n2)C1 (configuration not stated) | 2.1 | -0.1 | 4.3 | -1.9 | -0.9 | -6.2 | -2.4 | 0.4 | -6.2
O=C(N/N=C/c1ccc(N2CCOCC2)cc1)c1ccccn1 | 2.3 | 0.0 | 1.5 | 8.7 | -3.3 | 1.3 | -10.7 | 3.1 | -15.0
COc1ccc(N(Cc2cc3ccccc3[nH]c2=O)S(C)(=O)=O)cc1 | -13.2 | -0.2 | -5.6 | -3.1 | -7.1 | -1.0 | -1.0 | 3.7 | -4.5
Cn1cc(S(=O)(=O)Nc2ccc(F)cc2F)c(=O)n(C)c1=O | 4.3 | 0.0 | 2.2 | 1.3 | 0.8 | -14.1 | -4.9 | -0.2 | 2.2
O=c1[nH]c2ccsc2c(=O)n1-c1ccc(F)cc1 | -1.8 | -0.5 | 2.4 | -2.0 | -1.2 | 0.4 | -0.5 | -3.3 | -12.1
O=C(Nn1cnnc1)c1cc(-c2ccccn2)nc2ccccc12 | 2.5 | 0.2 | 1.2 | 3.5 | -4.7 | -2.2 | -7.3 | -6.0 | 4.9
CC(C)C(=O)Nc1ccc(C(=O)Nc2ccc(S(=O)(=O)N3CCOCC3)cc2)cc1 | -2.0 | -0.1 | 0.5 | -2.7 | -5.8 | 2.7 | -4.1 | -1.9 | 4.1
COc1ccc(C(=O)NC2CCN(C(=S)Nc3cccc(C)c3C)CC2)cc1 | -8.4 | -0.1 | 1.8 | -5.7 | 3.1 | -1.8 | -0.8 | 3.6 | 0.6
Cc1cc(Nc2ccc(F)cc2C)n2nc(C)nc2n1 | -4.2 | -0.1 | -0.5 | -1.4 | -1.1 | 13.6 | 5.2 | -2.6 | 9.5
CCCc1[nH]nc2c1C(c1ccc(OCCN3CCOCC3)c(OCC)c1)C(C#N)=C(N)O2 (configuration not stated) | -9.6 | 0.0 | 0.9 | -2.1 | -2.5 | 8.0 | -19.1&3.2 | -1.9 | -21.3
CN(CC(=O)Nc1ccccc1C(F)(F)F)C(=O)C1CCN(C(=O)c2ccc(Cl)cc2)CC1 | -2.2 | 0.0 | -0.3 | 1.3 | -0.7 | 0.4 | -16.5 | -4.2 | -0.8
COCCNC(=O)c1ccc(C2SCC(=O)N2Cc2ccco2)cc1 (configuration not stated) | -2.6 | -0.1 | 3.0 | 1.5 | -3.8 | 2.1 | 6.1 | -1.0 | -4.5
Cc1nn(Cc2c(F)c(F)c(F)c(F)c2F)c(C)c1NC(=O)c1cccc(COc2ccccc2Cl)c1 | 6.4 | -0.4 | 7.2 | 0.5 | -7.5 | 7.2 | -31.4 | -0.7 | 5.4

Fetched by compound from above, 2 records:
SMILES | HCV core dimer | Efflux pump inh | PP5 primary | TPT1 inhibitor | PP1 inh | procasp3 activ | JMJD2C inh | Fh CTSL1 inh | procasp7 counter
CC(C)C(=O)Nc1ccc(C(=O)Nc2ccc(S(=O)(=O)N3CCOCC3)cc2)cc1 | -2.0 | -0.1 | 0.5 | -2.7 | -5.8 | 2.7 | -4.1 | -1.9 | 4.1
O=C(Cn1c(=O)n(-c2ccccc2)c(=O)c2oc3ccccc3c21)Nc1ccccc1 | -5.2 | 0.2 | 2.2 | 0.4 | -1.0 | 8.8 | -2.5 | -3.5 | 2.9

More compounds
SMILES | HCV core dimer | Efflux pump inh | PP5 primary | TPT1 inhibitor | PP1 inh | procasp3 activ | JMJD2C inh | Fh CTSL1 inh | procasp7 counter
CC(C)Cn1cnc2c(c1=N)C(c1ccccc1)C1=C(CC(C)(C)CC1=O)O2 (configuration not stated) | -4.0 | 0.0 | 0.5 | -2.4 | -0.2 | 9.7 | 3.8 | -1.2 | 3.1
CCOC(=O)c1ccc(Oc2nc(SC)nc(N(C)C)n2)cc1 | -2.1 | 0.1 | 3.8 | -5.1 | -1.9 | -3.1 | -14.4 | -1.1 | -1.2
O=C(Cn1cnc2c(cnn2-c2ccccc2Cl)c1=O)N1CCc2ccccc21 | -1.3 | -0.1 | -1.4 | -1.4 | -1.8 | 4.2 | -3.7 | 4.3 | 6.6
CCC(=O)c1ccc(OCC(O)CNC2CCCC2)cc1 (configuration not stated) | -1.1 | -0.1 | -1.3 | -0.8 | 2.3 | 2.6 | 14.5 | -2.4 | -9.8

Molecules above with an aryl methoxy group (6):
SMILES | HCV core dimer | Efflux pump inh | PP5 primary | TPT1 inhibitor | PP1 inh | procasp3 activ | JMJD2C inh | Fh CTSL1 inh | procasp7 counter
CCOC(=O)c1c(C)[nH]c(C)c1C(=O)COC(=O)CCOc1ccccc1OC | -1.4 | 0.0 | 4.5 | -0.3 | -1.6 | -0.3 | -1.3 | -30.9 | 1.1
COc1ccc(CNC(=O)COC(=O)C(CCSC)N2C(=O)c3ccccc3C2=O)cc1 (configuration not stated) | . | -0.1 | . | . | . | 10.7 | -0.6 | . | 7.2
COc1cc(NC(=O)c2ccccc2)c(OC)cc1NC(=O)Cc1ccc(C)cc1 | 8.4 | 0.1 | -2.5 | 0.8 | 5.0 | 4.2 | -23.9 | 5.2 | 9.0
COc1ccc(-n2cc(CN3CCCC3)c(-c3cccc(F)c3)n2)cc1 | 4.5 | 0.1 | -0.8 | 3.6 | 0.4 | 3.3 | 13.7 | -1.7 | 2.2
COc1ccc(N(Cc2cc3ccccc3[nH]c2=O)S(C)(=O)=O)cc1 | -13.2 | -0.2 | -5.6 | -3.1 | -7.1 | -1.0 | -1.0 | 3.7 | -4.5
COc1ccc(C(=O)NC2CCN(C(=S)Nc3cccc(C)c3C)CC2)cc1 | -8.4 | -0.1 | 1.8 | -5.7 | 3.1 | -1.8 | -0.8 | 3.6 | 0.6
